# PKM2 act – increases activity of human pyruvate kinase M2 | P14618 | purified PKM2, Kinase-Glo ATP luminescence, activation; response scale: 0% is enzyme alone, no compound | Potency, µM (top dose mostly 57.5 µM), for the others: at the highest dose activation, hits mostly activators | 0.34% of 260,000 active | AID 1631; note: potency is the fitted concentration of half-maximal effect; % is set by controls: 0 for no effect and ±100 for the full control effect; nearly all actives have a fitted effect of over 55% in size
# Target sequence (P14618 whole entry, looked up): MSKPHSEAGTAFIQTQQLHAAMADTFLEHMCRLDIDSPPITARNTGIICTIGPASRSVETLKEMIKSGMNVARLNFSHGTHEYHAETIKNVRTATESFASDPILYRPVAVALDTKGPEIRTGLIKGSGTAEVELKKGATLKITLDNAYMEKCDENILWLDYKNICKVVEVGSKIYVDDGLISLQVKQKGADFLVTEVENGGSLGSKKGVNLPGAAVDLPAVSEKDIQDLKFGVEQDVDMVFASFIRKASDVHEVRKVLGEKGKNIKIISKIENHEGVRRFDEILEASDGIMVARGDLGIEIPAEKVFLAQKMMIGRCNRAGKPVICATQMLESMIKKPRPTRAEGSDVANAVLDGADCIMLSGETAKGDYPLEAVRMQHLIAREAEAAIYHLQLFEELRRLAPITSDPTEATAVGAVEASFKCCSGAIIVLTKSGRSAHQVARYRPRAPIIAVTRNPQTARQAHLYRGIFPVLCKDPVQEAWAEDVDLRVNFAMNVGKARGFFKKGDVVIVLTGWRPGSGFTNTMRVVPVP
#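 Purified hPK-M2 (>95%) run at intermediate activity with 0.1 mM ADP and 0.5 mM PEP in 50 mM imidazole pH 7.2, KCl, MgCl2; 1 h room temperature. ATP formed read by Kinase-Glo luminescence; normalized to uninhibited and no-enzyme controls.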
# Gal4-VP16 FLuc – counter-screen for ROR gamma inhibitors: Gal4-VP16 reporter | Potency, µM (series often up to 53.6 µM), without a hit: at the top dose activity, negative = inhibition, actives largely listed as inhibitors | Drosophila S2 Gal4-VP16 UAS-luciferase, luminescence, 20 h | 3.5% of 310,000 active;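 note: Gal4-VP16 expression switched on by copper sulfate through the metallothionein promoter; potency is the fitted concentration of half-maximal effect; % is set by controls: 0 for no effect and ±100 for the full control effect; nearly all actives have a fitted effect of over 50% in size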
# Menin-MLL TR inh – inhibitors of human menin-MLL interaction, mutant MLL peptide | O00255 | Menin + Texas Red MLL mutant peptide, fluorescence polarization | Potency, µM (top dose mostly 61.6 µM), for the others: at the highest dose FP activity change, negative = inhibition, actives largely listed as inhibitors | 0.23% of 270,000 active | AID 1768; active = well fitted inhibition curve with a large enough effect in the polarisation, with a control signal flat, not every such curve was filed as active; inconclusive = small, poorly fitted or top-dose-only effect, or effect the other way, or a change in a side signal; inactive = no such curve, though single readings can be large or run the other way; the % refers to the polarisation; note: potency is the fitted concentration of half-maximal effect; % of control where 0% means no effect; many of its hits are not listed in these tables
# Rab9 prom act – Rab9 promoter activation; 2.8% of 320,000 active; Potency, µM (series often up to 9.22 µM), for inactives: top-dose activation, negative = inhibition, actives largely listed as activators; Huh7 Rab9 promoter-luciferase reporter, luminescence, 24 h; note: potency is the fitted concentration of half-maximal effect; % of control where 0% means no effect; nearly all actives have a fitted effect of over 60% in size
#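 Cells were plated at 1500 per well in reduced-serum medium with 10% FBS and left 2 h. Compound in DMSO was then added for 24 h at 37 °C. Reporter signal was read by luminescence after 10 min with luciferase detection reagent.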
# ELG1 genotox – inducers of genotoxicity in HEK293T ELG1-luciferase cells; Potency, µM (titrated, usually from 46 µM), inactives show top-dose activity change, positive = activation, actives largely listed as activators; HEK293T ELG1-luciferase reporter, luminescence, 16 h; 1.3% of 330,000 active; note: potency is the fitted concentration of half-maximal effect; % of control where 0% means no effect; nearly all actives have a fitted effect of over 60% in size
#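 DMSO vehicle served as control against compound-treated ELG1-luciferase HEK293T cells; exposure lasted 16 hr at 37 °C and 5% CO2, followed by ONE-Glo luminescence detection after 30 min.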
# FLuc modulator – firefly luciferase modulation, counter-screen for miR-21 project. P08659. purified FLuc, Km substrates, luminescence inhibition. Potency, µM (doses to about 57.5 µM), without a hit: at the top dose activity change, negative = inhibition, most hits filed as inhibitors. 6.9% of 360,000 active. AID 588342;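 note: potency is the fitted concentration of half-maximal effect; plate controls were vehicle for no effect and reference inhibitor for full effect; nearly all actives have a fitted effect of over 55% in size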
# Target sequence (P08659 whole entry, looked up): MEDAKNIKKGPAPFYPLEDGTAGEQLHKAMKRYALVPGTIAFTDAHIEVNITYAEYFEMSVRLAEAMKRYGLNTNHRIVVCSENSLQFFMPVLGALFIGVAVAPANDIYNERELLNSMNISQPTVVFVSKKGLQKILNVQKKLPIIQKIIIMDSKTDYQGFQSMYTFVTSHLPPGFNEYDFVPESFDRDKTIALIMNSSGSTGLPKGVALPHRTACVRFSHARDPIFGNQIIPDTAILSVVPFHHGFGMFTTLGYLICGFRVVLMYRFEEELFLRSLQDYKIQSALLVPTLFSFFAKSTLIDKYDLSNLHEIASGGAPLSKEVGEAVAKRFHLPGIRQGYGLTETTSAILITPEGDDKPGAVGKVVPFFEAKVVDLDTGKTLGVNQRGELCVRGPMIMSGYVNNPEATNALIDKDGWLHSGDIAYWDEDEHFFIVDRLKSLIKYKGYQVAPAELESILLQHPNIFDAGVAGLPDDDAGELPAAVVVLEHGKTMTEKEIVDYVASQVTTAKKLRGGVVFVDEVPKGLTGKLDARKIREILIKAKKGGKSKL
#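 Purified P. pyralis luciferase (10nM final) with 10uM D-luciferin and 10uM ATP (Km levels) in 50mM Tris acetate pH 7.5, 10mM Mg acetate, 0.01% Tween-20, 0.05% BSA; qHTS 6-point titration, ~60 µM downward; luminescence read.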
# p53 reactivator – mutant p53 re-activation in reporter cells; H1299 p53-A138V BP100-luciferase reporter, luminescence, 24 h; Potency, µM (series often up to 92.2 µM), inactives show at the top dose activity change, positive = activation, actives largely listed as activators; 0.063% of 320,000 active; AID 504706; note: potency is the fitted concentration of half-maximal effect; % of control where 0% means no effect; nearly all actives have a fitted effect of over 45% in size
#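 H1299 (p53-null), stable ts p53-A138V + BP100-Luc; 1000 cells/well, Opti-MEM/10% FBS; cpd 4 pt, 1:5; 24 h, 37 deg C, 5% CO2; detection reagent 10 min RT; luminescence.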
# BRCA1 expr act – BRCA1 expression activation | Potency, µM (series often up to 46.1 µM), for inactives: at the highest dose activation, actives largely listed as activators | MCF7-BRCA1-FFLuc reporter, luminescence, 48 h; response scale: scaled: vehicle 0%, 10 µM genistein 100% | 1.1% of 380,000 active; note: potency is the fitted concentration of half-maximal effect; nearly all actives have a fitted effect of over 80% in size; some results filed as inactive show a strong effect at the top dose
#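 Compounds are tested at multiple concentrations on MCF7 BRCA1-luciferase reporter cells seeded at 2000 per well; after 48 h, a single luminescence end-point is taken and curves fitted to the normalized data.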
# NPC1 prom act – NPC1 promoter activation; Huh7 NPC1 promoter luciferase reporter, 24 h; Potency, µM (doses to about 9.22 µM), for the others: at the highest dose activation, hits mostly activators; 2.4% of 320,000 active; AID 485313;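 note: potency is the fitted concentration of half-maximal effect; % of control where 0% means no effect; nearly all actives have a fitted effect of over 60% in size; reporter is driven by a mutant NPC1 promoter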
#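 Cells: Huh7 expressing luciferase under the NPC1 promoter, 1500/well. Seeded 2 h, compound added, incubated 24 h at 37 °C. Luciferase reagent, 10 min ambient, then luminescence.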
# RORg inh – inhibitors of mouse ROR gamma transcriptional activity. Potency, µM (series often up to 53.6 µM), inactives show at the highest dose activity change, negative = inhibition, usual class: inhibitors. Drosophila S2 Gal4-RORgamma UAS-luciferase reporter, 20 h. 5.4% of 310,000 active. P51450; note: potency is the fitted concentration of half-maximal effect; % is set by controls: 0 for no effect and ±100 for the full control effect; nearly all actives have a fitted effect of over 60% in size
#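 Drosophila Schneider cells stably carrying a metallothionein-driven Gal4 DBD–ROR gamma fusion and a UAS-Photinus luciferase reporter were exposed to compound for 1 hr, then induced with copper sulfate (700 uM final) for 20 hr at ambient temperature before luminescence reading.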
# Giardia kill – kills Giardia lamblia; Giardia lamblia trophozoite viability; activity change, % at 7.66 µM, hits read low; 0.15% of 340,000 active; AID 540267; in the data active = activity change below about -80%; inconclusive = between about -30% and that limit;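 note: parasites exposed to compound for two days anaerobically before the ATP read; % is set by controls: 0 for no effect and ±100 for the full control effect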
#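 Anaerobic 48 hrs incubation at 37 deg C of 100 trophozoites/well with test compounds; ATPLite 1-Step luminescence, 15-30 min RT, reports cellular ATP as viability.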
# An asterisk follows results filed as active; ? = inconclusive; . = no result given; & = joins results of further samples; [ ] = another dose, or the depositor's remark. Unless noted, calls come from the whole dose curve; as a rule, active = well fitted curve in the direction sought with a large enough effect; inconclusive = small, poorly fitted or top-dose-only effect, or another doubt; inactive = no such curve, though single readings can be large; an effect the other way counts as inactive or inconclusive. Not all compounds are listed; count on the stated rates, not on these rows.
SMILES,PKM2 act,Gal4-VP16 FLuc,Menin-MLL TR inh,Rab9 prom act,ELG1 genotox,FLuc modulator,p53 reactivator,BRCA1 expr act,NPC1 prom act,RORg inh,Giardia kill
C=CCN(CC=C)C(=S)NC(=O)c1ccc(-c2ccccc2)cc1,-13%,1µM*,14%,-4%,-10%,-14%,-1%,-45%,-1%,0.5µM*,-20
Cc1ccc(NC2CCCN(C(=O)c3ccoc3C)C2)cc1C (configuration not stated),.,0%,.,-3%,-6%,0%,-9%,-1%,2%,-5%,-4
C/C(CC(=O)Nc1cc(C)ccn1)=N\NC(=O)c1ccccc1C,-4%,?,-1%,-5%,4%,-9%,6%,17%,2%,8.9µM*,-4
Cc1ccc(CC(=O)Nc2ncc([N+](=O)[O-])s2)cc1,1%,-15%,?,?,18%,15µM*,7%,?,?,38%,-91*
Cc1[nH]c2ccccc2c1-c1nc(-c2ccc(Cl)cc2)nnc1-c1ccccc1,0%,5%,4%,10%,6%,-1%,6%,.,1%,19%,.
O=C(c1cccc2c1-c1ccccc1/C2=N/O)N1CCCCC1,0%,-2%,5%,14%,-28%,2%,0%,-33%,-1%,24%,0
Brc1ccc2nc(-c3ccncc3)c(NC3CCCC3)n2c1,-4%,3%,-7%,-13%,-11%,-9%,-6%,-3%,-3%,-27%,9
Cc1cc(C)nc(N2CCCC(C(=O)Nc3nc4ccc(S(C)(=O)=O)cc4s3)C2)n1 (configuration not stated),2%,.,9%,-1%,-26%,4%,-20%,-55%,-3%,-7%[0.365 µM],3
CC(CNC(=O)CCS(=O)(=O)c1ccc2c(c1)oc(=O)n2C)c1ccccc1 (configuration not stated),.,8%,.,5%,0%,7%&-3%,3%,0%,7%,-12%,-5
COC(=O)c1sc2nc(SCc3cccc(F)c3)n(N)c(=O)c2c1C,-2%,-29%,0%,-15%,8%,2%,-6%,-4%,-3%,3%,19
Cc1ccc(-c2nc(-c3cccnc3)sc2CC(=O)O)cc1,0%,-6%,.,-5%,-6%,-1%,-1%,1%,-3%,2%,-9
O=C1OC[C@H](Cc2ccc3c(c2)OCO3)/C1=C\c1ccc2c(c1)OCO2,.,.,.,-11%,23%,-1%,-13%,0%,-4%,.,2
COCc1[nH]nc2c1C(c1ccccc1OC)C(C#N)=C(N)O2 (configuration not stated),-8%,-6%,-13%,-1%,-1%,-5%[2.3 µM],-4%,-1%,5%,-4%,-2
CCOC(=O)N1CCN(c2ncnc3c2oc2nc(C)c4c(c23)CC(C)(C)OC4)CC1,3%,-1%,4%,0%,0%,3%,5%,.,-4%,10%,.
CC(=O)Nc1ccc(S(=O)(=O)Nc2nc3ccc(C)cc3s2)cc1,-1%,6%,43%[activator],-2%,4%,-2%,19%,-3%,-4%,5%,8
N#CC(C#N)=NNc1ccc(S(=O)(=O)N2CCCCC2)cc1,18%,22µM*,?,0%,-8%,?,5%,-50%,5%,?,0
CCCC(=O)Nc1ccc2c(c1)nc(CCNC(=O)c1ccco1)n2C,-3%,8%,.,2%,1%,-1%,-2%,-16%,1%,-3%,5
Cc1c(-c2ccccc2)[n+](=O)c2c(n1[O-])CCCC2,1%,-2%,.,-1%,2%,5%,-1%,0%,1%,13%,-11
Fc1ccc(NC(=S)Nc2cccc(Cl)c2)cc1,0%,-11%,?,-6%,-5%,4%,?,1%,-4%,?,-20
COc1ccccc1/C=N/NC(=O)c1[nH]c(C)c(C(=O)N/N=C/c2ccccc2OC)c1C,-2%,-10%,-30%,1%,6%,-1%,-8%,-1%,1%,5%,-6
CC(O)[C@H](NC(=O)C1(c2ccccc2)CCN(C(=O)OC(C)(C)C)CC1)C(=O)O (some centres not stated),-5%,3%,-1%,21%,3%,-1%,3%,-1%,-4%,?,11
Oc1c(C=Nc2cccnc2)sc2ccccc12,-2%,14%,34%[activator],5%,?,1.9µM*,?,0%,5%,14%,-8
COc1ccccc1CNS(=O)(=O)c1ccc2[nH]cc(C(=O)O)c(=O)c2c1,1%,-7%,30%[activator],0%,0%,7%,1%,-22%,-5%,-1%,-11
CCO[C@H]1c2c(ccc3ccc(=O)oc23)OC(C)(C)[C@@H]1O,.,.,.,-1%,1%,3%,-6%,-2%,-2%,.,-12
COC(=O)C(NC(=O)Nc1ccccc1OC)C(C)C (configuration not stated),-2%,2%,-2%,-4%,3%,2%,0%,-15%,-2%,1%,-14
CCCc1ccc(-c2ccc(F)c(N)c2)nc1,-33%,?,-12%,0.4µM*,?,0.3µM*,-6%,?,0.5µM*,4.5µM*,?
CC(C)(C)OC(=O)N1CCC(C(=O)N[C@H](Cc2ccccc2)C(=O)O)CC1,-8%,1%,-9%,-4%,2%,-1%,4%,-10%,-3%,44%,4
CCN1CCc2c(C#N)c(NCc3ccccc3)nc(N(CC)CC)c2C1,3%,-2%,?,0%,-7%,6%,1%,-48%,-5%,-1%,9
CCOc1ccc2nc(SCC(=O)N3CCCc4ccccc43)sc2c1,1%,4%,14%,0%,-1%,?,4%,-2%,1%,10%,-21
Cc1cc(NCCc2ccc(Cl)cc2)n2ncnc2n1,4%,?,11%,-7%,-6%,1%,10%,2%,-3%,?,-22
CC1CCCCN1CCNc1nc(=S)[nH]c2ccccc12 (configuration not stated),-9%,-1%,-15%,1%,0%,6%,2%,3%,-5%,-33%,8
CC1CCC(C(=O)NC(C(=O)N2CCC(N3CCCCC3)CC2)C(C)C)CC1 (configuration not stated),3%,0%,-15%,-2%,-1%,-1%,-3%,-2%[1.84 µM],-3%,-13%,-7
OCc1nn2c(c1Br)NC(c1ccccc1)CC2C(F)(F)F (configuration not stated),4%,-8%,20%,-3%,0%,3%,-4%,-2%,-1%,6%,10
CCn1c(SCC(=O)NCc2ccc(C)cc2)nnc1-c1ccncc1,-1%,9%,-26%,0%,-5%,-1%,5%,-1%,-2%,-2%,-9
CCCC1/C(=N/O)CC(c2ccccc2)NC1c1ccccc1 (configuration not stated),0%,?,?,5%,-10%,5%,0%,-17%,-2%,?,-13
O=C(CN1C(=O)c2cccnc2Oc2ccc(Cl)cc21)NCCCc1ccccc1,.,3%,.,-6%,-12%,-10%,-5%,-20%,-1%,32%,9
OC(CN1CCN(c2cccc(Cl)c2)CC1)C(c1ccccc1)c1ccccc1 (configuration not stated),.,.,?,-5%[46.1 µM],-6%,0%,3%,-22%,2%[46.1 µM],.,14
COc1cccc(C(=O)NCc2ccco2)c1OC,2%,10%,3%,12%,0%,5%,.,0%,-7%,29%[1.91 µM],18
COc1ccccc1CN1CCCC(CNC(=O)c2cccc3ccccc23)C1 (configuration not stated),0%,-12%,-21%,-2%,-8%,3%,2%,-19%,1%,-12%[1.91 µM],-2
COc1ccc(C)cc1S(=O)(=O)N(CC(=O)O)c1ccccc1,0%,5%,1%,1%,4%,-2%,5%,19%,0%,-8%,3
CC12CCC(C(=O)NCCc3ccccc3)(OC1=O)C2(C)C (configuration not stated),-2%,-8%,3%,-9%,-1%,-1%,-1%,3%,-5%,17%,18
N#CCCN(C(=O)COC(=O)C1=COCCO1)c1ccc(F)cc1,.,.,.,-2%,4%,-2%,-2%,13%,-3%,.,-2
COC(=O)c1sccc1NC(=O)CSc1ccccc1NS(=O)(=O)c1ccc(Br)cc1,-1%,2%,?,-2%,-8%,-1%,-8%,-25%,-3%,28%,6
COc1ccc(N(CC(=O)NC2CCCCC2)C(=O)CNC(=O)c2ccco2)c(OC)c1,-2%,0%,7%,-2%,2%,-1%,4%,0%,-2%,-19%,-4
Cc1ccc(NC(=S)NCc2ccc3c(c2)OCO3)c(C)c1,9%,-3%[0.365 µM],4%,0%,1%,9%,1%,3%,-5%,?,-14
O=C(Cc1cccs1)Nc1nc2c(s1)CCCC2,-16%,-1%,?,2.8µM*,?,17µM*,?,4µM*,?,?,-12
CNC(=O)c1cccnc1Nc1cccc(C(F)(F)F)c1,3%,24%,13%,0%,5%,?,32%,35%,2%,30%[10 µM],-5
Cc1nc2ccccc2nc(C)c1=NOCc1ccc(C#N)cc1,-10%,12%,-2%,-1%,-5%,0%,15%,-30%,0%,9%,-6

# Results in Gal4-VP16 FLuc and Menin-MLL TR inh, for some of the entries so far:
canonical_smiles,Gal4-VP16 FLuc,Menin-MLL TR inh
COc1ccc(N(CC(=O)NC2CCCCC2)C(=O)CNC(=O)c2ccco2)c(OC)c1,0%,7%
Cc1ccc(NC(=S)NCc2ccc3c(c2)OCO3)c(C)c1,-3%[0.365 µM],4%
